# Source: PubChem (several laboratories)
# PP5 inh – inhibitors of human protein phosphatase 5 (PP5) | inhibition, % at 6.7 µM | purified PP5c, OMFP substrate fluorescence | P53041 | actives 0.18% (n = 320,000);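 active = inhibition above the campaign's mean inhibition across all tested compounds plus 3 SD, cut at about 9.5% in these data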;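 note: 0% = DMSO only and 100% = 100 µM cantharidin control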
# Target sequence (P53041 whole entry, looked up): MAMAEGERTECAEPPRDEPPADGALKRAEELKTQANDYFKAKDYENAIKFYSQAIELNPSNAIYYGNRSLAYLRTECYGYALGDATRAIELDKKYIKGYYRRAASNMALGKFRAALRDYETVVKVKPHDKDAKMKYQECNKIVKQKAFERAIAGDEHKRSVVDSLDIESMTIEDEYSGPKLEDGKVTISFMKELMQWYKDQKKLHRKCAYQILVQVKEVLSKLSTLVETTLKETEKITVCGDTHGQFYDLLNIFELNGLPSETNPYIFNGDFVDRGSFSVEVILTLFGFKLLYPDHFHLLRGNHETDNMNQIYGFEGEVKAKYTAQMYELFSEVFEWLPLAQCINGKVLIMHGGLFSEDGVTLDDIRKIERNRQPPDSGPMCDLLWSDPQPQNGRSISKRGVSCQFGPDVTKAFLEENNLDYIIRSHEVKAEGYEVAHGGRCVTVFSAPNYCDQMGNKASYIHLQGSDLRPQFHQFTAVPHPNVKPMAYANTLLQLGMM
# PP1 counter – counter-screen for PP5 inhibitors: inhibitors of human PP1-alpha; P62136; inhibition, % at 6.7 µM; purified PP1alpha, OMFP fluorescence; actives 0.9% (n = 320,000);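 active = inhibition above the mean inhibition of all tested compounds plus 3 SD, computed separately for each screening campaign, cut at about 15% in these data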
# GASC-1 inh – blocks human GASC-1 demethylase activity | Q9H3R0 | inhibition, % at 2.35 µM | actives 0.069% (n = 330,000) | GST-JMJD2C(1-420) H3K9me3 demethylation, DELFIA europium | AID 2099;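 active = more than half of a compound's replicate wells show inhibition beyond 50%, single wells judged on their own value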;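 note: signal counts dimethyl H3K9 product captured on neutravidin plate; 0% = median of DMSO wells and 100% = 0.3 times that DMSO median; strong numbers were not always called active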
# VLA-4 inh – inhibition in a human VLA-4 binding assay. actives 0.2% (n = 330,000). inhibition, % (about 7 µM as worked out from the volumes in the protocol). AID 2557. VLA-4 expressing cells, ligand binding flow cytometry. P13612; in the data active = inhibition above about 50%
# proCasp3 act – activators of human procaspase-3; P42574; recombinant procaspase-3 D3A, Ac-DEVD-pNA absorbance 405 nm; activation, % at 8.5 µM; actives 0.11% (n = 330,000);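 active = activation above the mean of all tested compounds plus 3 SD, cut at about 21% in these data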;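 note: 0% = DMSO alone and 100% = DMSO wells spiked with extra 5 µM PC-3 D3A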
# Target sequence (P42574 whole entry D9A/D28A/D175A): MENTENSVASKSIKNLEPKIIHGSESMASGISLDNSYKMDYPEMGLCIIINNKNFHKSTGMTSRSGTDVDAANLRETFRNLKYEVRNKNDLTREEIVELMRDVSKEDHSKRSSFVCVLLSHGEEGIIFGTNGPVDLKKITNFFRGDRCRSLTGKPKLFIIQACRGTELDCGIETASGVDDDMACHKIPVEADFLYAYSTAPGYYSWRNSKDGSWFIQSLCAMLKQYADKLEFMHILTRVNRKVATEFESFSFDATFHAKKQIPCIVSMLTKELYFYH
#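 Assay system – Procaspase-3 D3A mutant · Benchmarks – DMSO low control, extra-enzyme high control · Technique – 405 nm absorbance of p-nitroaniline, reads at 0 and 120 min · Doses – 8.5 µM nominal · Measure – % activation between DMSO and enzyme-spiked controls · Also added – Ac-DEVD-pNA chromogenic peptide substrate · Schedule – 1 h compound preincubation, 2 h substrate hydrolysis at 25 °C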
# GRK2 inh – blocks RNA aptamer binding to human GRK2. P25098. bead flow cytometry, FAM-aptamer displacement from GRK2. inhibition of aptamer binding, % at 10 µM. actives 0.59% (n = 330,000). AID 488847;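 active = inhibition of aptamer binding above 40%, roughly 3 SD of noise, on plates passing a quality check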;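 note: median bead fluorescence of bound FAM aptamer so fluorescent compounds give negative values; no value below 0 was filed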
# HCV core dimer – blocks dimerization of HCV core protein. TR-FRET GST/Flag-core106 dimerization, 1536-well. inhibition, % at 5 µM. actives 0.33% (n = 300,000);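 active = inhibition above the mean of all tested compounds plus 3 SD, set per screening campaign, cut at about 45% in these data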
#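 Assay system – GST-tagged and Flag-tagged HCV core protein residues 1-106 · Quantity – core106 proteins, GST 13.5 nM and Flag 17 nM · Benchmarks – unlabelled core106 and no-GST-core106 wells · Read-out basis – percent inhibition of core106 dimerization signal · Detection – time-resolved FRET, ex 340 nm, em 617 and 671 nm · Schedule – 4 h at 22.5 °C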
# procasp7 counter – activates human procaspase-7, counter-screen for procaspase-3 activators; P55210; recombinant procaspase-7, Ac-DEVD-pNA absorbance 405 nm; D23A/D198A/D206A triple mutant, cannot self-cleave; scale: DMSO 0, 5 µM enzyme 100; activation, % at 8.5 µM; actives 0.093% (n = 330,000); AID 463210;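 active = percent activation above the screen-wide mean plus 3 SD, cut at about 25% in these data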
# Target sequence (P55210 whole entry D23A/D198A/D206A): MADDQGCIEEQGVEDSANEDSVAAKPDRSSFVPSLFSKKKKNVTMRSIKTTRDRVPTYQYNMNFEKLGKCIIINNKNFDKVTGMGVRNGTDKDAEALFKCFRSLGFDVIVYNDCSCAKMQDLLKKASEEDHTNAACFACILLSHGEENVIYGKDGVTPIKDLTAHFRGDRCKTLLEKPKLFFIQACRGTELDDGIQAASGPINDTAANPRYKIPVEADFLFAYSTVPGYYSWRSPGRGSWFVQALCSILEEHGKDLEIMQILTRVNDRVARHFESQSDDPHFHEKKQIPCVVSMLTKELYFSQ
#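 Detection: p-Nitroaniline absorbance at 405 nm, read at 0 and 120 min; system: Uncleavable procaspase-7 mutant enzyme; evaluation: % activation from two-timepoint absorbance difference, scaled to controls; times: 1 h enzyme–compound preincubation and 2 h substrate reaction, both 25 °C; buffer or medium: Zinc-free HEPES pH 7.4 with 300 mM NaCl, 0.01% Triton X-100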
# Fh CTSL1 inh – counter-screen for PFM18AAP inhibitors: inhibitors of F. hepatica cathepsin L1; recombinant F. hepatica cathepsin L1, Z-Leu-Arg-MCA fluorescence; inhibition, % at 5.96 µM; actives 0.49% (n = 300,000); AID 1906;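 active = inhibition above the mean of all tested compounds plus 3 SD, set per screening campaign, cut at about 17% in these data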;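 note: 0% = plate median of test compound wells and 100% = 1 µM Z-Phe-Ala-diazomethylketone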
# An asterisk follows results filed as active; · = not tested or not shown; & = joins results of further samples.
SMILES,PP5 inh,PP1 counter,GASC-1 inh,VLA-4 inh,proCasp3 act,GRK2 inh,HCV core dimer,procasp7 counter,Fh CTSL1 inh
COc1ccccc1-c1c(C)oc2cc(OC(=O)c3ccco3)ccc2c1=O,3.5,4,0,11,-16,1,3,-8,-8
CCCC(=O)N1CCN(c2ccc(NC(=O)c3cccs3)cc2Cl)CC1,4.9,-7,0,1,4,0,-1,8,-3
N#Cc1ccc(Cl)cc1NC(=O)COC(=O)c1ccc(S(=O)(=O)N2CCCC2)cc1,1.8,-2,-5,9,-2,3,18,5,-3
O=C(Nc1ccccc1C(=O)NC(Cc1ccccc1)C(=O)NC1CCCCC1)c1ccccc1 (configuration not stated),1.2,3,1,2,4,10,13,-3,3
CCN(C(=O)CSc1ncccn1)C1CCS(=O)(=O)C1 (configuration not stated),1.5,-1,-5,15,8,0,-10,-2,2
CN(C(=O)CC1C(=O)NCCN1Cc1ccc(F)c(F)c1)C1CCCCC1 (configuration not stated),-0.2,1,-4,-4,4,8,0,5,2
Cc1ccc(-c2nn(C)c(=O)c3ccccc23)cc1CO,2.0,-1,4,-2,-4,4,-2,7,-4
CC(Sc1nnc(-c2ccco2)n1C)C(=O)Nc1nccs1 (configuration not stated),-0.5,-4,29,19,9,6,-2,6,-2
CC1C(=O)OC2C1CCC1(C)CCC(=O)C(C)C21 (configuration not stated),-1.1,1,-10,-11,-15,8,2,5,4
COc1ccc(N(CC(=O)Nc2ccc(C)c(C)c2)S(=O)(=O)c2c(C)n[nH]c2C)cc1,3.5,-1,4,14,5,2,-2,8,1
Cc1nc(-c2ccc(S(=O)(=O)NCc3cccnc3)s2)cs1,-1.2,-2,4,3,2,0,1,1,4
COc1ccc(OC)c(-n2c(=S)[nH]c3cc(C(=O)N(C)Cc4ccccc4)ccc3c2=O)c1,-0.3,4,-19,-8,9,4,3,5,-3
CC(=O)CCc1ccc2oc(C(=O)O)c(C)c2c1,2.7,1,5,7,3,0,1,1,-1
COc1ccc(OC)c(Nc2nc(NCCCN(C)C)nc(N)c2[N+](=O)[O-])c1,3.4,7,24,40,-5,0,-7,7,3
COc1cc(/C=N/N(C)c2ccccc2)ccc1O,3.9,-1,-1,-2,-2,1,-27,-16,2
Cc1ccc(S(=O)(=O)N2CCCCC2)cc1C(=O)Nc1ccc(N2CCOCC2)cc1,-1.2,-1,13,-9,-1,0,-10,-5,1
O=C(COc1ccc(Br)cc1)NNC(=S)NCc1ccccc1,1.2,-3,-2,16,1,0,5,-21,1
Nc1nc2ccccc2n1/N=C/c1ccc(-c2ccccc2)o1,1.4,3,2,4,-1,0,-6,-15,2
CC(NC(=O)CCC(=O)NCc1ccc(F)cc1)c1ccccc1 (configuration not stated),-0.3,1,28,6,1,1,-1,10,2
Cc1ccc(/C=N/N(Cc2ccccc2)c2ccccc2)o1,3.1,-4,2,12,2,2,-15,-11,1
O=C1NCCOC(=O)[C@@H](Cc2ccc(F)cc2)C/C=C\C[C@@H]1CC(=O)N(CCO)Cc1ccccc1,·,·,1,-16,6,5,·,5,·
C[C@]12CCC(=O)C[C@@H]1CC[C@@H]1[C@@H]2CC[C@]2(C)[C@@H](C(=O)COC(=O)CCC(=O)O)CC[C@@H]12,-1.2&-1.1,-2&3,-4&2,4&0,-9&11,0&0,1&4,-14&-1,-15&-11
C/C(=N\NC(N)=O)c1cc(Cl)cc(Cl)c1O,0.6,-6,2,2,-2,0,2,12,-1
Cc1nn(C(C)C(=O)NCc2ccccc2F)c(=O)c2nn(-c3ccccc3)c(C)c12 (configuration not stated),0.9,-3,9,-1,5,5,2,-2,-5
O=C(Nc1nnc(C2CCCO2)s1)c1cccs1 (configuration not stated),0.6,3,30,23,14,0,5,-13,-1
Cc1c(C(=O)N2CCCC2)sc(NC(=O)c2cccc(Cl)c2)c1C#N,2.5,-3,-11,-5,3,4,1,1,0
CC(C)C[C@H]1CN=C(Nc2ccccc2)N1CCCC1CCCC1,0.0,-3,4,34,7,0,-1,12,3
COc1ccc(C(=O)NCCNc2ncc(C(F)(F)F)cc2Cl)cc1[N+](=O)[O-],2.6,1,2,9,0,0,5,1,0
CN(C)Cc1ccccc1Sc1cccc2ccccc12,2.2,-2,-6,14,-9,0,-1,2,0
O=[N+]([O-])c1ccc(Cl)cc1CN1CCCCCC1,1.5,-2,1,20,-4,0,10,-23,5
COCc1cc(CNC(=O)C2CCC(=O)N(Cc3ccccc3F)C2)[nH]n1 (configuration not stated),2.3,-5,-2,4,3,0,-6,15,-1
CC(C)c1cc(NC(=O)c2ccccc2)cc(C(C)C)c1O,1.4,2,1,-13,2,0,3,-6,-2
N#CN=C1CCCCCN1CC(N)=O,-1.7,13,16,8,5,1,1,7,0
COc1ccc(C(=O)NCc2nnc(SCC(=O)N3CCc4ccccc43)n2CCc2ccccc2)cc1,-0.2,-3,-3,-2,-1,1,11,5,1
Cc1nc(NS(=O)(=O)c2ccccc2)sc1NC(=O)Nc1ccc(Cl)cc1,2.7,-10,-7,2,-20,6,-8,-24,-3
O=C(CN1CCCCC1)Nc1ccc(S(=O)(=O)NC2CCCCC2)cc1,0.3,-2,-8,4,5,0,-3,2,5
CCCN(CC(=O)Nc1ccccc1C)C(=O)COC(=O)CSc1ccc([N+](=O)[O-])cc1,0.2,-3,1,2,-10,0,-2,-9,2
Cc1cc(C)c(CN2CCN(C(=O)Cn3ccc(NC(=O)OCc4ccccc4)nc3=O)CC2)c(C)c1,1.5,-5,1,21,-3,0,·,-3,·
O=C(NCCC1=CCCCC1)c1ccc(=O)oc1,-0.2,-2,0,1,-11,0,-2,9,3
Cc1nc(NCCc2ccccc2)sc1C(=O)O,0.0,-2,18,-4,4,0,-2,-2,-1
OCCC1CN(Cc2nc(-c3ccccc3)cs2)CCN1C1CCCC1 (configuration not stated),1.3,-3,-7,-1,-8,2,-1,1,4
CC(=O)NCCc1cc2ccc(C)c(C)c2[nH]c1=O,-0.9,-4,1,8,7,2,0,-4,1
Cc1ccc2[nH]c(=O)c(CN(Cc3cccs3)Cc3nnnn3CC3CCCO3)cc2c1 (configuration not stated),2.0,2,22&-2,-12,4,7,2,-6,-1
COc1ccc(N2CCN(C(=O)c3ccc(N4C(=O)NC5CC4(C)Oc4ccccc45)cc3)CC2)cc1 (configuration not stated),0.0,-2,3,-7,9,5,1,-4,0
CCOc1ccc(N(CC(=O)Nc2ccc(CC)cc2)S(=O)(=O)c2c(C)[nH]c(=O)[nH]c2=O)cc1,4.1,-1,-23,10,5,0,1,-5,1

# Single records (already shown). Order of screens: PP5 inh	PP1 counter	GASC-1 inh	VLA-4 inh	proCasp3 act	GRK2 inh	HCV core dimer	procasp7 counter	Fh CTSL1 inh
# Cc1nc(NS(=O)(=O)c2ccccc2)sc1NC(=O)Nc1ccc(Cl)cc1 is listed as 2.7	-10	-7	2	-20	6	-8	-24	-3
# N#CN=C1CCCCCN1CC(N)=O is listed as -1.7	13	16	8	5	1	1	7	0
# OCCC1CN(Cc2nc(-c3ccccc3)cs2)CCN1C1CCCC1 (configuration not stated) is listed as 1.3	-3	-7	-1	-8	2	-1	1	4

# Continued:
SMILES,PP5 inh,PP1 counter,GASC-1 inh,VLA-4 inh,proCasp3 act,GRK2 inh,HCV core dimer,procasp7 counter,Fh CTSL1 inh
O=C(O)c1cccc(C(=O)O)c1,0.1,1,-1,-15,8,0,3,2,-4
CCC(C)NCCCOc1ccc([N+](=O)[O-])cc1 (configuration not stated),0.8,-6,-3,20,15,2,0,2,-5
CSCC[C@H](NC(=O)C1CCN(C(=O)[C@H](Cc2ccccc2)NS(=O)(=O)c2ccc(C)cc2)CC1)C(=O)O,-0.3,-2,-24,4,4,1,5,1,2
O=C(Cc1c(F)cccc1Cl)Nc1ccc(S(=O)(=O)Nc2nccs2)cc1,2.5,0,-3,8,-2,0,3,5,-5
NC(=O)c1ccc[n+](CC(=O)c2cccc([N+](=O)[O-])c2)c1,-0.4,4,0,-8,0,0,-4,-5,-1
N#Cc1ccc(-c2ccc(OCC(=O)NCCc3ccccc3)cc2)cc1,3.4,1,-3,11,15,0,3,11,3
Cc1cc(NC(=O)c2ccccc2)cc(NC(=O)c2ccccc2)c1C,6.3,-7,-4,5,0,3,-17,-8,-3
CCN(CC)C(=O)CSc1nc2ccccc2n1CC(=O)N1CCN(c2ccccc2OC)CC1,1.1,-2,4,0,-7,2,3,7,-4
CC1(C)Cc2c(c(N3CCOCC3)nc3sc(C(N)=O)c(N)c23)CO1,0.0,2,-1,0,5,1,3,-10,5
COc1cc2c(cc1OC)C(COc1ccccc1OC)N(C(=O)C(C)(C)C)CC2 (configuration not stated),-0.3,3,-1,1,-4,1,-2,12,0
COc1ccc(N(CC(=O)Nc2ccc(C)cc2C)S(=O)(=O)c2ccccc2[N+](=O)[O-])c(OC)c1,2.8,0,20,8,6,1,16,17,-2
CCOc1ccc(Nc2nc(N3CCCC3)nc(N3CCN(c4ccc(OC)cc4)CC3)n2)cc1,-0.2,-1,-4,2,-9,0,1,-2,-6
COc1ccc(CNC(=O)CSc2nc3cccnc3s2)cc1,1.9,-1,2,-1,-4,3,1,-1,-4
COc1ccc(N2CC(C(=O)OCC(=O)Nc3cc(C)on3)CC2=O)cc1 (configuration not stated),1.3,1,3,-2,3,0,2,1,-30
O=C(CCn1nc(-c2ccc(Cl)cc2)c2ccccc2c1=O)NN1CCOCC1,1.1,-3,3,24,-12,1,7,8,-4
CC(C)(C)c1ccc(S(=O)(=O)N2CC(C(=O)O)Oc3ccc(Cl)cc32)cc1 (configuration not stated),3.5,9,0,5,0,14,6,-6,9
O=C(c1cccc(S(=O)(=O)N2CCCCC2)c1)N1CCc2ccccc21,1.2,4,5,18,6,0,6,-4,0
COC(=O)c1cccc(N(CC(=O)NCC2CCCO2)C(=O)CCC(=O)Nc2cc(C)on2)c1 (configuration not stated),0.3,0,5,15,1,2,-1,8,-2
O=C(NCCCN1CCOCC1)c1cccc(S(=O)(=O)N2CCN(c3ccccc3)CC2)c1,-1.5,-4,4,0,10,0,0,-10,1
COc1cc(OC)cc(C(=O)OCC(=O)Nc2cccc(C(C)=O)c2)c1,-0.3,2,-5,3,4,0,9,2,-10
CCOc1ccccc1CN1CCC(O)CC1,1.7,2,-3,36,1,0,10,-1,-1
CCc1ccc(-c2cc(C)no2)cc1S(=O)(=O)NCCCN1CCN(c2ccccc2)CC1,6.4,3,7,8,10,0,-13,-3,-2
CCOc1cc(C(=O)Nc2ccc3c4c(cccc24)C(=O)N3CC)cc(OCC)c1OCC,3.3,-1,11,-31,-2,0,-11,-26,8
COc1ccccc1OCc1nc(C#N)c(NCCCn2ccnc2)o1,4.0,-3,4,1,2,2,-1,-6,2
